Epigenetic reg – regulators of epigenetic silencing causing reporter derepression in mouse cells | murine LDR cells, GFP reporter derepression, 30 h | Potency, µM (titrated, usually from 53.9 µM), without a hit: at the highest dose GFP activation, hits mostly activators | hit rate 0.2% among 280,000 | AID 1865; further: % of control where 0% means no effect; nearly all actives have a fitted effect of over 60% in size
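Derepression of a silenced CMV-GFP reporter in murine LDR cells is scored by enumerating GFP-positive cells with a laser-scanning microplate cytometer after 30 hours of treatment at 37 C.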
Tau fluor counter – counter-screen for tau fibril formation inhibitors; hit rate 0.93% among 280,000; Potency, µM (series often up to 57.7 µM), for the others: at the highest dose activity change, negative = decrease; tau K18 P301L (four-repeat tau fragment) Alexa594 fluorescence, heparin fibrillization; AID 1463; further: on the % scale 0 is the no-effect control and ±100 the full control effect; nearly all actives have a fitted effect of over 55% in size
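Human K18 P301L tau (15 uM unlabeled plus 0.24 uM Alexa 594-labeled, final) in 100 mM sodium acetate pH 7 was mixed with compound and 20 uM heparin and incubated 6 hr at 37 C.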
* marks the source's active call; other numbers are inactive results; ? = inconclusive; [ ] = dose if it differs, or a comment. The call rests on the fitted dose curve; in most records, active means well fitted curve in the direction sought with a large enough effect; inconclusive means small, poorly fitted or top-dose-only effect, or another doubt; inactive means no such curve, though single readings can be large; an effect the other way counts as inactive or inconclusive. Potency means the concentration at half of the fitted maximal effect. An excerpt; rates above refer to the full screens.

The opening 2 compounds, to show the layout:
SMILES	Epigenetic reg	Tau fluor counter
CCOc1cccc(C2c3[nH]c4ccccc4c3CCN2C(=O)CCc2ccccc2)c1 (centres undefined)	-1.3%	-5.0%
COc1cccc(CNC(=O)c2cccc(-n3c(C)nc4cccnc43)c2)c1OC	5.9%	-3.5%

Main list, previewed entries included:
SMILES	Epigenetic reg	Tau fluor counter
CCOc1cccc(C2c3[nH]c4ccccc4c3CCN2C(=O)CCc2ccccc2)c1 (centres undefined)	-1.3%	-5.0%
COc1cccc(CNC(=O)c2cccc(-n3c(C)nc4cccnc43)c2)c1OC	5.9%	-3.5%
COc1ccc(CCNS(=O)(=O)c2cc(-c3onc(C)c3C)ccc2OC)cc1OC	-1.8%	-12.6%
CCOc1ccc(S(=O)(=O)NCCc2sc3nc(-c4ccc(F)cc4)nn3c2C)cc1	3.4%	-23.9%
Cc1ccc(-c2cn3cccnc3n2)cc1NC(=O)C(C)(C)Oc1ccc(Cl)cc1	0.0%	-24.5%
O=C(CN1CCN(Cc2ccc(Cl)cc2)C1=O)NCc1ccc(F)cc1	0.0%	-6.8%
Cn1c(SCC(=O)Nc2nc3ccccc3s2)ncc(C(=O)Nc2ccccc2)c1=O	2.1%	-12.6%
O=C(NCCc1ccccc1)c1cnc2sc(N3CCCC3)nn2c1=O	0.0%	3.8%
COc1ccc(C)cc1-n1cnc2cc(C(=O)NC3CCCCCC3)ccc21	0.8%	-18.8%
COc1ccc(CNC(=O)c2ccc(-c3nc(CSc4ccc(C)cc4)c(C)o3)cc2)cc1OC	0.6%	-3.6%
CCc1ccc(NC(=O)c2cc(C(C)=O)n3ccccc23)cc1	0.8%	-24.6%
COc1ccc(-n2ncc(C(=O)NCCCN3CCCCC3)c2C2CCN(C(=O)OC(C)(C)C)CC2)cc1	-0.4%	-6.9%
CCOc1ccccc1C(=O)NCc1ccc2c(c1)CCN2C(=O)c1ccc(F)cc1	-1.3%	-12.3%
COc1ccccc1CNc1ncnc2onc(-c3ccc(F)cc3)c12	-1.1%	-5.4%
Cc1c(-c2nc(-c3ccccc3F)no2)nnn1-c1cc(F)ccc1F	-2.3%	-21.8%
CC(C)OCCCNC(=O)CN1C(=O)CSc2ccc(S(=O)(=O)N3CCCCC3)cc21	2.1%	12.5%
Cc1ccccc1Nc1sc(C(=O)c2ccccc2)c(N)c1C(=O)NCc1ccc(Cl)cc1	-1.3%	?
CCOc1ccc(S(=O)(=O)Nc2ccc3oc(C)c(C(=O)OC(C)C)c3c2)cc1	0.0%	?
CCOC(=O)Cn1c(=O)n(C2CCCCC2)c2nc(-c3c(F)cccc3Cl)nc(C(N)=O)c21	-1.7%	-7.8%
O=C(Nc1c(C(=O)N2CCN(c3ccccc3F)CC2)oc2ccccc12)c1ccco1	-1.3%	?
Cc1cc(C)n(CCc2nc3c4ccccc4nc(SCc4ccc(F)cc4)n3n2)n1	-1.3%	6.4%
CCOc1ccccc1CNC(=O)c1cnc2sc(N3CCCC3)nn2c1=O	0.0%	-7.3%
Cc1ccc(Nc2ncnc3c2cnn3-c2ccc(C)cc2)cc1	-2.1%	-23.2%
CCOc1ccc(C(=O)N2CCN(Cc3cc(=O)n4nc(-c5ccccc5Cl)sc4n3)CC2)cc1	-2.8%	-0.4%
COc1ccc(NC(=O)CCn2cccn2)cc1OC	-1.1%	-11.5%

4 records drawn at random from those above:
SMILES	Epigenetic reg	Tau fluor counter
O=C(CN1CCN(Cc2ccc(Cl)cc2)C1=O)NCc1ccc(F)cc1	0.0%	-6.8%
COc1ccc(NC(=O)CCn2cccn2)cc1OC	-1.1%	-11.5%
Cc1ccc(-c2cn3cccnc3n2)cc1NC(=O)C(C)(C)Oc1ccc(Cl)cc1	0.0%	-24.5%
COc1ccc(CNC(=O)c2ccc(-c3nc(CSc4ccc(C)cc4)c(C)o3)cc2)cc1OC	0.6%	-3.6%

Other compounds follow:
SMILES	Epigenetic reg	Tau fluor counter
Cc1cc2n(n1)CCCN2C(=O)Nc1ccccc1C(F)(F)F	0.0%	-3.8%
CCOc1ccc(NC(=O)c2ccc(CN3C(=O)C(C)=C(c4ccc(C)cc4)S3(=O)=O)cc2)cc1	2.9%	-17.0%
COc1cccc(CNC(=O)Cc2c(C(=O)O)c(C)cn2C)c1	-1.3%	-7.0%
CNS(=O)(=O)c1cn(CC(=O)N2CCN(c3ccc(OC)cc3)CC2)cc1S(=O)(=O)NC	?	-6.8%
CCOC(=O)Cc1ccc(NC(=O)N2CCc3c(sc4c3CCCC4)C2c2ccc(F)cc2)cc1 (centres undefined)	-3.8%	-11.2%
CCOC(=O)c1c(SCC(=O)Nc2nc3ccc(C)cc3s2)nc(=O)[nH]c1C	0.8%	-1.3%
Cc1ccc(CNC(=O)c2cnn(-c3cccc(C)c3)c2C2CCN(C(=O)OC(C)(C)C)CC2)cc1	-0.4%	-13.8%
CCc1ccc2nc(N3CCN(C(=O)c4ccco4)CC3)sc2c1	3.6%	-2.5%
COc1ccc(CC(=O)NCCc2csc(-c3ccc(Cl)cc3)n2)cc1	-1.1%	-7.9%
CCCc1cc(=O)[nH]c2nnc(SCC(=O)Nc3ccc(OC)cc3)n12	5.4%	-11.1%
Cc1c(C(=O)Nc2ccccc2F)sc2ncnc(N(C)C3CCCCC3)c12	-1.3%	-22.4%
CCN(CC)c1ccc(C(=O)NCc2ccc3c(c2)CCN3C(=O)c2ccccc2)cc1	-1.3%	-28.0%
CCOc1ccc(-c2c(C)nn3c(C)c(C(=O)NCc4cccc(OC)c4)cnc23)cc1OCC	0.7%	-12.7%
COc1ccccc1N1CCN(C(c2ccccc2)c2nnc(-c3ccccc3Cl)o2)CC1 (centres undefined)	0.0%	-15.7%
CCOC(=O)C1CCN(C(=O)c2cc3ccc4ccc(C)[nH]c4c3n2)CC1	-1.3%	-12.9%
COc1ccc(N2CCN(C(=O)Cn3cnc4nc5c(cc4c3=O)CCCC5)CC2)cc1	-1.7%	-24.6%
COc1ccc(S(=O)(=O)NCCc2sc(-c3ccccc3)nc2C)cc1OC	0.0%	-12.2%
CCOc1ccc(-c2nnc(SCC(=O)NC(C)CC)nc2-c2ccc(OCC)c(OC)c2)cc1OC (centres undefined)	0.0%	-10.9%
Oc1c(C(c2cccc(Cl)c2)N2CCOCC2)sc2nc(-c3ccco3)nn12 (centres undefined)	0.8%	-14.4%
CC(=O)c1ccc(N2C(=O)N(Cc3cc(C)ccc3C)c3ccccc3S2(=O)=O)cc1	-1.3%	-9.8%
Cc1nnc(N2CCC(C(=O)N3CCCCC3)CC2)c2nn(-c3ccccc3)c(C)c12	3.7%	-1.2%
O=C(c1ccc2c(c1)OCCO2)N(Cc1cccnc1)c1nc2ccc(F)cc2s1	3.7%	-2.8%
CCOc1ccccc1NC(=O)C1=C(C)Nc2ncnn2C1c1ccco1 (centres undefined)	-1.7%	4.8%
O=C(NCCc1ccc(F)cc1)C(=O)NCC(c1cccs1)S(=O)(=O)c1ccccc1 (centres undefined)	1.5%	-8.5%
CC(C)(C)OC(=O)N1CCC(c2c(C(=O)N3CCCCC3)cnn2-c2ccc(Cl)cc2)CC1	-1.3%	-4.7%
More compounds follow.
SMILES	Epigenetic reg	Tau fluor counter
CC1(C)N=C(SCc2ccc(Cl)cc2)c2ccccc2N1	-1.3%	10µM*[quencher]
COc1ccccc1NC(=O)c1cc2cc3ccc(OC)c(Cl)c3nc2s1	7.6%	-0.2%
COc1cccc(-c2nc(CS(=O)CC(=O)N3CCN(c4cccc(C(F)(F)F)c4)CC3)c(C)o2)c1 (centres undefined)	-2.3%	-6.1%
CCN(CC)S(=O)(=O)c1ccc(N2CCCCS2(=O)=O)cc1	-4.1%	-1.7%
COc1cc(NS(=O)(=O)c2ccc3c(c2)CCCN3C(C)=O)cc(OC)c1OC	0.8%	6.3%
CC(C)Oc1ccc(CNC(=O)C2COc3ccccc3C2)cc1 (centres undefined)	-1.7%	0.1%
CCOC(=O)C1CCN(C(c2ccc(F)cc2)c2sc3nc(-c4ccco4)nn3c2O)CC1 (centres undefined)	5.5%	-6.1%
Cc1ccc(CNC(=O)CSc2nc(=O)[nH]c3c2CCCC3)cc1	1.4%	-5.5%
CN(C)c1ccc(CNC(=O)C2CCN(S(=O)(=O)c3ccc4[nH]c(=O)ccc4c3)CC2)cc1	1.4%	-9.6%
CCOc1ccc(NC(=O)CCc2c(C)nn(-c3ccc(N4CCCC4)nn3)c2C)cc1	2.3%	-7.0%
CN1CCc2c(sc(NC(=O)CSc3ccc(F)cc3)c2-c2nc3ccccc3s2)C1	3.16µM*	-6.6%
CCOc1ccc(NC(=O)Cn2ccn3nc(-c4ccc(OC)c(OC)c4)cc3c2=O)cc1	10.5%	10.0%
Cc1c(-c2nc(-c3ccc4c(c3)OCO4)no2)nnn1-c1ccc(C(C)C)cc1	-2.5%	-5.5%
Cc1nn(C)c2c1c(C(F)(F)F)cc(=O)n2C(C)C(=O)NCc1ccccc1Cl (centres undefined)	-1.1%	-11.9%
O=C(CCC(=O)N1CC2CCCN2c2ccccc21)NCc1ccc(Cl)cc1 (centres undefined)	-2.1%	-6.7%
Cc1ccc(CNc2cc(C)nc3nc(-c4cccc(C)c4)nn23)cc1	0.9%	-3.3%
CCOC(=O)c1ccccc1NS(=O)(=O)c1c(-c2ccc(C)cc2)csc1C(=O)OC	0.8%	-24.9%
Cc1cc(=O)n(CC(=O)NC(C)c2ccccc2)c2c1c(C)nn2C (centres undefined)	0.0%	-1.9%
CCOC(=O)C1CCN(C(=O)Cn2c(=O)cc(C)c3c(C)nn(C)c32)CC1	0.0%	-5.9%
COc1ccccc1N1CCN(S(=O)(=O)CCNC(=O)C(c2ccccc2)c2ccccc2)CC1	-1.7%	-14.3%
CCOc1ccccc1NC(=O)CC(c1ccc(F)cc1)N1Cc2ccccc2C1=O (centres undefined)	-2.9%	-1.8%
O=C(c1ccc2c(c1)N(Cc1cccc(Cl)c1)C(=O)c1ccccc1S2(=O)=O)N1CCCCC1	-0.2%	-1.6%
O=c1c2cc3c(cc2n(Cc2ccc(F)cc2)c(=O)n1Cc1nc(-c2ccccc2)no1)OCO3	2.0%	-8.8%
CCCc1nn2c(=O)cc(COC(=O)c3ccccc3NC(=O)COc3ccccc3F)nc2s1	1.8%	0.2%
COc1ccccc1Nc1nc(-c2ccccc2F)nc2ccccc12	-0.9%	?
Next part.
SMILES	Epigenetic reg	Tau fluor counter
CCOC(=O)c1ccc(NC(=O)Nc2cccc(OCc3cc(=O)n4ccc(C)cc4n3)c2)cc1	?	-26.4%
CCOc1ccccc1N(C)C(=O)c1c2c(nc3ccccc13)C(=O)N(C1CCCCC1)C2	0.0%	-2.1%
Cc1ccc(CN2CCN(C3CCN(C(=O)OC(C)(C)C)CC3)C(=O)C2=O)cc1	-4.0%	19.7%
CC(=O)N1c2ccccc2CC1C(=O)N1CCN(c2cccc(Cl)c2)CC1 (centres undefined)	-4.7%	1.8%
COc1cccc(Cn2c(CNC(=O)Cc3cccc(C)c3)nc3cccnc32)c1	0.0%	-13.5%
Cc1ccc(-c2cc(C(=O)NC(C)c3ccccc3)c3ccccc3n2)cc1C (centres undefined)	1.5%	-1.0%
CCCCN1CCc2nc(N3CCN(c4ncccn4)CC3)ncc2C1	-4.3%	0.4%
CCCCN(CC)C(=O)CSc1nc2n[nH]c(C)c2c(=N)n1-c1cccc(OC)c1	-0.2%	-14.7%
CCc1nc(SCc2cc(=O)c3cc(C)ccc3[nH]2)n[nH]1	2.3%	-0.5%
CCCSCCCNC(=O)C1CCN(c2nc3ccccc3nc2C(F)(F)F)CC1	-3.6%	-8.9%
CCOC(=O)c1scc(-c2ccccc2)c1S(=O)(=O)N1CCN(c2ccccc2OC)CC1	1.5%	-6.8%
Cc1ccccc1C(=O)Nc1nnc(SCc2cc(=O)c3c(C)ccc(C)c3[nH]2)s1	-1.7%	-0.1%
COc1ccc(NC(=O)CN2C(=O)CCn3nc(-c4cccn4C)cc32)cc1Cl	-1.7%	-16.1%
COc1ccc(OCC(=O)NCCS(=O)(=O)N2CCN(c3cccc(Cl)c3)CC2)cc1	0.0%	-10.7%
CCCCN(C)C(=O)CN1C(=O)CCn2nc(-c3cn(C)c4ccccc34)cc21	-1.7%	-15.7%
COc1cc(OC)c(NC2(c3ccccc3)C(=O)c3ccccc3C2=O)cc1Cl	-0.4%	?
O=C(Cn1ccc2cc(S(=O)(=O)N3CCCCC3)ccc21)NCCc1ccc(Cl)cc1	5.1%	-27.9%
CCc1cccc(-n2nnc(-c3nsc(NC(=O)c4ccc(C)cc4)n3)c2C)c1	3.3%	-9.4%
Cc1ccc(-n2nc3c(N4CCC(C(=O)NC5CCCCC5)CC4)nnc(C)c3c2C)cc1	3.0%	-2.1%
CCOc1cc(C2C(C(=O)Nc3ccccc3)=C(C)Nc3ncnn32)cc(Br)c1O (centres undefined)	2.5%	-12.4%
COc1cc(NC(=O)CCS(=O)(=O)c2ccc3c(c2)CC(=O)N3C)cc(OC)c1OC	-3.0%	-5.8%
COC(=O)c1ccc(CN(Cc2ccc(OC)c(OC)c2)S(=O)(=O)c2ccc(F)c(C(=O)Nc3cc(C)ccc3C)c2)cc1	1.7%	-10.3%
Cc1c(Cl)cccc1-n1ncc(C(=O)N2CCc3ccccc3C2)c1C1CCN(C(=O)OC(C)(C)C)CC1	-1.3%	4.4%
CCCCNC(=O)c1cnn2c(C)c(Cc3c(C)cc(C)cc3C)c(C)nc12	14.5%	-1.7%
COc1ccc(N2CCN(CCCNC(=O)c3ccc4nc(Cc5ccccc5)oc4c3)CC2)cc1	0.0%	-24.6%
COc1ccc(NC(=O)CSc2nnc(NC(=O)Nc3ccccc3)s2)c(OC)c1	1.9%	-5.1%
